High-throughput results as filed in PubChem.
B2AR arrestin – qHTS assay of beta-arrestin-biased ligands of beta2-adrenergic receptor; Beta-2 adrenergic receptor (Homo sapiens), P07550; beta-arrestin recruitment to beta2AR, cell-based reporter; Potency, µM (top dose mostly 46.1 µM), without a hit: at the top dose activation, most hits filed as activators; hit rate 0.02% among 330,000;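 also: potency is read from the fitted curve at half-maximal effect; 0% = DMSO controls and full agonism = EC100 isoproterenol or metaproterenol; nearly all actives have a fitted effect of over 65% in size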
Target sequence (P07550 whole entry, looked up): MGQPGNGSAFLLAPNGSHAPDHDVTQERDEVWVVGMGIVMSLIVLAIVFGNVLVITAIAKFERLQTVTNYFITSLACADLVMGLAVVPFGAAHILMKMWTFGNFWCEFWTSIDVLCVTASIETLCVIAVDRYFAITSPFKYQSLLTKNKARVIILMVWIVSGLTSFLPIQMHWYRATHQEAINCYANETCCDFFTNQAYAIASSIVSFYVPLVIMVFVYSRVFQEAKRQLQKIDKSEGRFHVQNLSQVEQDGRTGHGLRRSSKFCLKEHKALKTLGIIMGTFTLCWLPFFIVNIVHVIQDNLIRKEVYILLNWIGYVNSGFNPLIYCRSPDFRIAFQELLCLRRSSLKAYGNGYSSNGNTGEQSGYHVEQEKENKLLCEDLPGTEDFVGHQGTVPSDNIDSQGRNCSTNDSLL
Giardia kill – Small Molecules that selectively kill Giardia lamblia: qHTS. Giardia lamblia trophozoite viability. activity change, % at 7.66 µM, hits read low. hit rate 0.15% among 340,000. AID 540267, 2011; in the data active = activity change below about -80%; inconclusive = between about -30% and that limit;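 also: parasites exposed to compound for two days anaerobically before the ATP read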
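Compounds were tested on trophozoites seeded at 100 cells/well and held 48 hrs at 37 deg C anaerobically. An ATP-based luminescent kit measured the remaining live cells.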
Eya2 phos inh – qHTS Assay for Inhibitors of the Phosphatase Activity of Eya2; hit rate 0.006% among 330,000; Potency, µM (top dose mostly 76.9 µM), for inactives: at the top dose activity, negative = inhibition, usual class: inhibitors; recombinant Eya2, OMFP fluorescence dephosphorylation (OMFP is methylfluorescein phosphate); also: potency is read from the fitted curve at half-maximal effect
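Eya2 (0.2 uM) preincubated 10 min at ambient with compound, then OMFP substrate added at 50 uM; 10 min reaction in 50 mM HEPES pH 7.5, 50 mM NaCl, 5 uM MgCl2, 0.05% BSA, 1 mM DTT. Fluorescence read at Ex 485/Em 525 nm.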
PKM2 activator – qHTS Assay for Activators of Human Muscle isoform 2 Pyruvate Kinase. Pyruvate kinase PKM (Homo sapiens), P14618. purified PKM2, Kinase-Glo ATP luminescence, activation; response scale: 0% is enzyme alone, no compound. Potency, µM (doses to about 57.5 µM), for the others: at the top dose activation, hits mostly activators. hit rate 0.34% among 260,000; also: potency is read from the fitted curve at half-maximal effect; nearly all actives have a fitted effect of over 55% in size
Target sequence (P14618 whole entry, looked up, canonical isoform): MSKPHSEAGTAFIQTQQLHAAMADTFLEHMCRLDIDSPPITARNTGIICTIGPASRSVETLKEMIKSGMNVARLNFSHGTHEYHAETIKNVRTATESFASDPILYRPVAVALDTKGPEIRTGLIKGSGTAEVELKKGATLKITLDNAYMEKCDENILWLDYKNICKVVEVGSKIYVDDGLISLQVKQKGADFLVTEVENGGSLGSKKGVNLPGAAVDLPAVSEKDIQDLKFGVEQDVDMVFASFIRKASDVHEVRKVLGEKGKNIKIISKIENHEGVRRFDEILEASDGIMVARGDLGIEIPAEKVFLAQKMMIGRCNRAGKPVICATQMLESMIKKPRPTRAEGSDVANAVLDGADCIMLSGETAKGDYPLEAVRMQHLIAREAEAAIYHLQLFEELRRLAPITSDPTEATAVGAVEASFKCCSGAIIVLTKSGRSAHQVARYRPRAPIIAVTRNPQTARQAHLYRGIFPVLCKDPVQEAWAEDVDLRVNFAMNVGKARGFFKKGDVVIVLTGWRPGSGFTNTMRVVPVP
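ATP formation by purified human PK-M2, quantified via coupled luciferase luminescence after 1 h at room temperature with 0.1 mM ADP and 0.5 mM PEP final.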
Chronic BCR inh – qHTS Assay to Find Inhibitors of Chronic Active B-Cell Receptor Signaling; hit rate 0.05% among 340,000; ABC-DLBCL IkBa-CBG/CBR reporter, luminescence ratio, 4 h; AID 493014, 2011; Potency, µM (titrated, usually from 46.1 µM), for inactives: top-dose ratio change, negative = lower green/red ratio, hits mostly inhibitors; active = well fitted inhibition curve with a large enough effect in the signal ratio, with a control signal flat, not every such curve was filed as active; inconclusive = small, poorly fitted or top-dose-only effect, or effect the other way, or a change in a side signal; the % refers to the signal ratio;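 also: potency is read from the fitted curve at half-maximal effect; plate controls were basal doxycycline-induced cells for no effect and cells given 10 µM MG132 for full effect; MG132 reads +100%, hits lower the ratio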
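Doxycycline induced both beetle luciferases in TMD8 lymphoma cells; IKK-driven degradation limits the IkappaBalpha-fused green signal, while red luminescence normalises for cell number and nonspecific effects. Compounds tested up to 46 uM, 4 hrs.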
KCNH2 WT inh – qHTS for Inhibitors of KCHN2 3.1: Wildtype qHTS; U2OS, BacMam KCNH2, thallium flux FluxOr; hits give low values; hit rate 0.37% among 340,000; activity change, % at 1.84 µM;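 active = maximum activity change below -70%; inconclusive = maximum activity change between -70% and -50%; inactive = maximum activity change above -50%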
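U2OS cells were transduced with wild-type KCNH2 virus (2.03 x 10^8 / mL) for 4 h at room temperature, then cultured overnight at 37 C. Thallium flux was read with FluxOr dye. Rate constants were normalized to DMSO controls.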
USP2a block – qHTS Assay for Inhibitors of Ubiquitin-specific Protease USP2a Using CHOP2 as the Reporter | hit rate 0.01% among 330,000 | Potency, µM (highest dose often 38.3 µM), without a hit: at the highest dose activity change, negative = inhibition, hits mostly inhibitors | AID 463254, 2010 | USP2 core, Ub-CHOP2 coupled fluorogenic reporter, 485/531;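 also: potency is read from the fitted curve at half-maximal effect; plate controls were DMSO wells for no effect and full inhibition by NEM control for full effect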
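Cell-free coupled assay: 10nM USP2 core preincubated 30min RT with compound in Tris-HCl pH 8.0/CaCl2/CHAPS buffer, then 25nM Ub-CHOP2 and 25nM reporter substrate; fluorescence (Ex 485/Em 531) read after 60min RT, normalized to NEM inhibition, concentration-response curves fitted.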
GALK inhibitor – qHTS Assay for Inhibitors of Human Galactokinase (GALK); hit rate 0.007% among 270,000; P51570; Potency, µM (doses to about 57.5 µM), for the others: top-dose activity change, negative = inhibition, hits mostly inhibitors; AID 1868, 2009; Purified GALK, Kinase-Glo residual ATP luminescence; also: potency is read from the fitted curve at half-maximal effect
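Quantitative HTS: GALK 5 nM, ATP 35 uM, galactose 100 uM, 1 h room temperature, then luciferase-based ATP detection.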
KCNH2 3.1 inh – qHTS for Inhibitors of KCHN2 3.1: Mutant qHTS. Potassium voltage-gated channel subfamily H member 2, brain isoform KCNH2 3.1 (human). U2OS KCNH2 3.1, thallium flux FluxOr; hits give low values. activity change, % (tested at about 1.8 µM). hit rate 0.95% among 340,000. AID 720553, 2013;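 active = maximum activity change below -70%; inconclusive = maximum activity change from -70% to -50%; inactive = maximum activity change above -50%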;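 also: thallium influx rate constant from kinetic fluorescence after stimulation buffer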
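FluxOr-based Tl+ influx in U2OS cells transduced with KCNH2 3.1 virus; rate constants normalized to DMSO controls.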
uPA generation – qHTS for Inhibitors of Cell Surface uPA Generation. cell surface uPA generation assay, qHTS. Potency, µM (doses to about 38.3 µM), inactives show at the top dose activity change, negative = inhibition, hits mostly inhibitors. hit rate 0.31% among 330,000. AID 540303, 2011; active = well fitted inhibition curve with a large enough effect; inconclusive = small, poorly fitted or top-dose-only effect; inactive = no such curve, though single readings can be large or run the other way; tested in mouse RAW 264.7 cells; also: potency is read from the fitted curve at half-maximal effect; nearly all actives have a fitted effect of over 55% in size
Coupling enz – qHTS Assay for Inhibitors of Fructose-1,6-bisphosphate Aldolase from Giardia Lamblia: Coupling assay counterscreen; coupling enzyme system counterscreen, AmpLite Red fluorescence; activity change, negative = inhibition, % at 58.2 µM, hits read low; hit rate 0.67% among 290,000; AID 2472, 2010; in the data active = activity change below about -30%
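Activity here indicates interference with the coupling reaction, not aldolase inhibition. Compounds at 57.5 uM final met coupling enzymes for 10 min at RT; substrate and AmpLite Red detection followed, with a 525/598 nm fluorescence read after 20 min.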
Numbers without * were called inactive; ? = inconclusive; . = no result given; [ ] = remark or other dose. Unless noted, calls follow the shape of the dose curve; as a rule, active = well fitted curve in the direction sought with a large enough effect; inconclusive = small, poorly fitted or top-dose-only effect, or another doubt; inactive = no such curve, though single readings can be large; an effect the other way counts as inactive or inconclusive. Unless noted, % is scaled to controls: 0 for no effect and ±100 for the full control effect.

Structure	Eya2 phos inh	KCNH2 3.1 inh	Chronic BCR inh	B2AR arrestin	Coupling enz	PKM2 activator	uPA generation	Giardia kill	USP2a block	GALK inhibitor	KCNH2 WT inh
O=C(NCc1ccc(F)cc1)C(Cc1ccccc1)NS(=O)(=O)c1cccs1 (stereo unspecified)	-35%	24	0%	-0.4%	2	0%	6%	24	8%	3%	4
CCCCOc1ccc(OC(=O)c2cccnc2)cc1	-5%	-7	4%	-0.1%	-2	4%	-12%	-9	2%	6%	-21
Cc1c(N/C(=N/S(=O)(=O)c2ccc(Cl)cc2)c2ccccc2)c(=O)n(-c2ccccc2)n1C	-4%	.	-1%	-0.1%	0	-13%	.	.	0%	-1%	.
S=c1[nH]nc(-c2ccco2)n1-c1ccccc1Cl	-3%	-19	?	11%	1	3%	4%	14	10%	-3%	0
COC(=O)c1ccc(OC)c(CSc2nnc(COc3ccccc3)o2)c1	-1%	-2	-6%	-0.1%	2	-7%	.	-5	0%	-2%	-1
O=C1CCCC/C1=C/NCc1ccccc1	0%	3	2%	0.1%	0	-1%	2%	-19	5%	0%	3
CN1CCN(Cc2nc3c(c(=O)n(C)c(=O)n3C)n2Cc2cccc3ccccc23)CC1	-1%	10	3%	0.2%	-1	-4%	-19%	-14	1%	0%	6
Cc1ccccc1N(CC(=O)NC1CCCCC1)C(=O)CNC(=O)c1cccs1	10%	-1	-20%	-0.1%	-1	.	2%	-11	2%	0%	11
COc1ccsc1C(=O)Nc1ccc(F)cc1F	2%	6	0%	0.1%	1	1%	0%	-5	2%	1%	-3
CC(=O)N1CCCN(Cc2cn(-c3ccc(C)cc3)nc2-c2cccc(C)c2)CC1	-9%	-7	0%	3.9%	-1	13%	?	2	-6%	-1%	10
COC(=O)c1ccc(NC(=O)N(c2ccccc2)c2ccccc2)cc1	2%	3	12%	-0.1%	2	-5%[0.46 µM]	-3%	-4	1%	-3%	-6
Cc1ccc(NC(=O)Cn2nnc3ccccc3c2=O)cc1C	-4%	5	1%	0.2%	0	-1%	3%	-15	3%	1%	0
O=C(NCc1cccc2ccccc12)c1cccs1	-35%	-3	?	0.2%	.	.	-2%	-1	-1%	.	-5
O=C(O)Cc1sc(Nc2cccc3ccccc23)nc1-c1ccccc1	-10%	-40	?	0.4%	.	.	-11%	?	-1%	.	-2
Cc1cccc(/C(N)=N/OC(=O)c2cccs2)c1	-2%	-3	?	-0.8%	-4	-72%	-1%	-10	3%	16%	3
C[C@H](NC(=O)OCc1ccccc1)c1nnc([C@H](C)NC(=O)OCc2ccccc2)o1	8%	4	-1%	-0.1%	5	9%	11%	-2	-10%	0%	4
CCNC(=O)c1cc2c(=O)n3cccc(C)c3nc2n(CCc2ccccc2)c1=N	-4%	-4	0%	0.2%	-1	2%	-1%	-6	-2%	-3%	-3
CC(C)(C)c1ccc(C(=O)NN=C2CCCC2)cc1	-12%	6	-12%	0.0%	0	-1%	-2%	20	-1%	-2%	13
Cn1c(=O)c2c(nc(SCc3nn[nH]n3)n2Cc2ccccc2F)n(C)c1=O	-1%	0	0%	-2.1%	3	-16%	1%	5	2%	-1%	32
CCSc1nnc(NC(=O)[C@H](C)NC(=O)c2ccccc2Cl)s1	4%	0	8%	-0.3%	0	1%	1%	6	-3%	0%	-8

Entries of single compounds, looked up by structure. Screens in order: Eya2 phos inh, KCNH2 3.1 inh, Chronic BCR inh, B2AR arrestin, Coupling enz, PKM2 activator, uPA generation, Giardia kill, USP2a block, GALK inhibitor, KCNH2 WT inh
`CN1CCN(Cc2nc3c(c(=O)n(C)c(=O)n3C)n2Cc2cccc3ccccc23)CC1` reads -1%, 10, 3%, 0.2%, -1, -4%, -19%, -14, 1%, 0%, 6
`COC(=O)c1ccc(NC(=O)N(c2ccccc2)c2ccccc2)cc1` reads 2%, 3, 12%, -0.1%, 2, -5%[0.46 µM], -3%, -4, 1%, -3%, -6

More results.
Structure	Eya2 phos inh	KCNH2 3.1 inh	Chronic BCR inh	B2AR arrestin	Coupling enz	PKM2 activator	uPA generation	Giardia kill	USP2a block	GALK inhibitor	KCNH2 WT inh
Cc1ccc2c(c1)nc(-n1nc(C)cc1C)c1nnnn12	-2%	5	-8%	0.0%	-4	-7%	4%	9	4%	-1%	14
Cc1ccc(CNC(=O)C(NS(=O)(=O)c2cccc3nsnc23)c2ccccc2)cc1 (stereo unspecified)	11%	-10	-1%	2.7%	1	1%	1%	24	0%	.	-25
CCCNC(=O)C1CC(=O)N(c2ccc(OCc3ccc(F)cc3)cc2)C1 (stereo unspecified)	-6%	6	0%	-0.2%	1	-2%[11.5 µM]	?	11	0%	2%	-1
CC(=O)Nc1ccc(N/C=C(\C#N)S(=O)(=O)c2ccc(Cl)cc2)cc1	1%	0	0%	-0.7%	-1	.	3%	8	0%	.	-10
CCOc1ncccc1C(=O)OCCN1C(=O)c2ccccc2C1=O	-7%	-3	-3%	-0.7%	-1	5%	-3%	9	-2%	9%	2
CC(C)(C)C1CCC(C(=O)OCC(=O)c2ccc[nH]2)CC1 (stereo unspecified)	-10%	-1	0%	-1.1%	1	-1%	-1%	11	3%	-2%	4
COc1ccc(OC)c(-n2c(-c3cnccn3)n[nH]c2=S)c1	8%	-23	-1%	0.5%	-14	-7%	3%	-8	4%	0%	-3
O=C(Nc1ccc(S(=O)(=O)N2CCOCC2)cc1)c1ccc2c(c1)S(=O)(=O)c1ccccc1C2=O	7%	-20	-2%	-0.5%	4	1%	1%	-6	1%	-2%	0
CC(NC(=O)C1CCCN(S(=O)(=O)c2cccc3nonc23)C1)c1ccccc1 (stereo unspecified)	7%	-9	-1%	5.5%	3	1%	13%	-2	6%	1%	-8
Cc1ccc(S(=O)(=O)NCc2cccnc2)cc1C(=O)N1CCCC1	5%	-4	-2%	0.0%	3	.	0%	-21	3%	1%	2
C/C(=N/NC(=O)CC1N=C(Cc2ccccc2)NNC1=O)c1cccnc1 (stereo unspecified)	-5%	7	0%	-0.2%	0	-2%	4%	1	-1%	10%	2
C=CCSc1nnc(NC(=O)c2ccc(NC(C)=O)cc2)s1	6%	1	-10%	0.1%	4	0%	-1%	17	5%	5%	-10
Nc1ccc(-c2nnn(Cc3ccccc3F)n2)cc1	5%	0	?	-0.6%	-1	-3%	-11%	26	1%	-1%	-7
O=C(Nc1ccccc1C(=O)NCc1cccnc1)c1cccc([N+](=O)[O-])c1	-6%	0	?	-0.4%	1	0%	-2%	-29	-2%	-1%	-5
CCC1CCC/C1=N\NC(=O)CCC(=O)Nc1ccccc1Cl (stereo unspecified)	1%	8	0%	-1.3%	2	-3%	4%	-15	1%	-1%	-2
CCc1cc(S(N)(=O)=O)cc(CC)c1NC(C)=O	6%	-1	3%	-0.8%	-2	0%	3%	-13	3%	0%	2
COc1cccc(CN2CCC(CO)(CC3CCCCO3)CC2)c1 (stereo unspecified)	-9%	41	-11%	-0.3%	0	7%	1%	12	-8%	-2%	13
Cc1ccc(C(=O)Nc2ccc(Oc3ccc(C(=O)O)c(C(=O)O)c3)cc2)cc1C	-5%	12	?	-0.1%	-15	-12%	-5%	16	1%	-5%	-5
CCOC(=O)N1CCC(NC(=O)c2ccccc2C(=O)O)CC1	2%	8	?	0.1%	2	1%	1%	-2	7%	1%	0
NC(=O)C1CCCN(CCc2ccccc2)C1 (stereo unspecified)	-5%	8	-7%	-1.1%	-2	-2%	-4%	0	0%	-4%	2
Cc1ccc(NC(=S)N(Cc2ccco2)C(C)c2cccs2)c(Cl)c1 (stereo unspecified)	18%	-10	?	-0.1%	-1	9%	-2%	-15	3%	4%	-12
CN1CCN(C(=O)C2CCCN(c3ncnc4c3nc3n4CCCCC3)C2)CC1 (stereo unspecified)	4%	7	-5%	0.5%	.	.	-4%	-27	2%	-4%	0

Outcome played no part in choosing rows; about 2.4% have a hit in one of these screens.
